# Screening results (PubChem)
# MBD2 inh: blocks human MBD2 binding to methylated DNA. TR-FRET, MBD2 binding to methylated oligonucleotide. inhibition, % at 4.4 µM. 0.31% of 370,000 active; in the data active = inhibition above about 13%
# NPR2 activator: GC-B (human) receptor activation. P20594. HEK293-GC-B cells, CNP EC30, cGMP TR-FRET; 0% at EC30 CNP, 100% saturating CNP. activation, % at 10 µM. 0.11% of 370,000 active. AID 1920062;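 active = activation at 10 µM reaching about 35% in either raw or pattern-adjusted values, limit read from the data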
# SIAE primary: blocks human sialic acid acetylesterase. Q9HAT2. SIAE FP-Rh probe binding, fluorescence polarization. inhibition, % at 9.66 µM. 0.69% of 370,000 active;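 active = inhibition above a cutoff: mean of compounds within the control limits plus 3 SD of those, cut at about 17% in these data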;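 also: 0% = plate median of compound wells and 100% = probe without SIAE protein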
# Target sequence (Q9HAT2 whole entry, looked up): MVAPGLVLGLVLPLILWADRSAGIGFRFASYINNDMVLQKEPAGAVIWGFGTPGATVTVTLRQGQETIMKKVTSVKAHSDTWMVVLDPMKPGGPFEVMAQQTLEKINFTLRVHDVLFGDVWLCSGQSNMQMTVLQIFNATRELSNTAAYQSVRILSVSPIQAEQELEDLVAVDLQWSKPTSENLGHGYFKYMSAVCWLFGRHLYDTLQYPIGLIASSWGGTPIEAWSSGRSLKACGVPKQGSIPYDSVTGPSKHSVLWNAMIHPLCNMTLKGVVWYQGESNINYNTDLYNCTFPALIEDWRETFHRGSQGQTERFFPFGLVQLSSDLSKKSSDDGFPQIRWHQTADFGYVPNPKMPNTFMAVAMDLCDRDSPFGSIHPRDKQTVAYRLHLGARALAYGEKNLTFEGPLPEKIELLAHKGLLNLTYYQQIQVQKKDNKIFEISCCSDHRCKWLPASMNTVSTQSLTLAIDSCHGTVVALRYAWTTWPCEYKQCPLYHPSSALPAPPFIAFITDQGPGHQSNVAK
# TCR CD3 inh: blocks the human TCR-CD3 interaction; TAMRA-labeled TCR probe fluorescence, biochemical; inhibition, % at 9.4 µM; 0.37% of 360,000 active; in the data active = inhibition above about 19%;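 also: recombinant mutant TCR 2C K166C tagged with TAMRA read by polarization; 0% = receptor in buffer alone and 100% = receptor with positive control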
# PRMT1 FP inh: inhibitors of human PRMT1 | recombinant PRMT1, activity-based probe fluorescence polarization | AID 652257 | inhibition, % at 2.79 µM | 1.3% of 370,000 active;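 active = inhibition above about 21% made by adding two undisclosed values, limit read from the data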
# UHRF1 binding: UHRF1 methyl-DNA binding inhibition | Q96T88 | inhibition, % at 4.4 µM | UHRF1 binding to methylated oligo, TR-FRET | 0.75% of 370,000 active; in the data active = inhibition above about 21%;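 also: UHRF1 SRA domain binding a hemimethylated CpG hairpin DNA probe; 0% = median of test compound wells and 100% = reference inhibitor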
# mABHD4 FP: inhibits mouse alpha/beta hydrolase domain 4. purified mABHD4, FP-Rh probe fluorescence polarization. inhibition, % at 8.92 µM. 0.54% of 370,000 active. AID 720543;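 active = inhibition exceeding the mean over every tested compound plus 3 SD, cut at about 30% in these data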;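 also: 0% = plate median of compound wells and 100% = S159A mutant with DMSO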
# Target sequence (Q8VD66 whole entry, looked up, the tested form may be a part): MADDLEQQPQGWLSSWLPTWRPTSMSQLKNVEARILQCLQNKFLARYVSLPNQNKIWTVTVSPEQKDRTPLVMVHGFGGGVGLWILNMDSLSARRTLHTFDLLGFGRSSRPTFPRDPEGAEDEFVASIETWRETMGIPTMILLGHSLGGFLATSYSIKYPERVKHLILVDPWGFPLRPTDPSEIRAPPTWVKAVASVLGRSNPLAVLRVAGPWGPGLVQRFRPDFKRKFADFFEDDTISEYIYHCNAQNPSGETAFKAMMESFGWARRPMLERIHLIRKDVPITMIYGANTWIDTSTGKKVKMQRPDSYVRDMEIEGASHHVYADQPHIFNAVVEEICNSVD
#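 Assay system: wild-type mouse ABHD4 protein; compound: single nominal dose of 8.92 µM, 0.89% DMSO final; schedule: 45 min + 60 min at 25 °C; measured by: FP readout, ex 525 nm / em 598 nm; evaluation: % inhibition of FP-Rh probe binding versus controls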
# rCAG binder: binds r(CAG) RNA repeats | r(CAG) RNA repeat, TO-PRO-1 dye displacement fluorescence | inhibition, % at 3 µM | 1.3% of 370,000 active;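 active = inhibition above the plate cutoff, the mean of all test compounds on that plate plus 3 SD, cut at about 35% in these data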;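 also: 0% = DMSO alone and 100% = 100 µM mitoxantrone as full dye displacement; higher means more dye released from RNA so lower well fluorescence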
# GC-A act: GC-A (human) enzyme activation. 0.14% of 370,000 active. HEK293 GC-A cells, cGMP TR-FRET, EC30 ANP; 0% at EC30 ANP, 100% saturating ANP. activation, % at 10 µM; in the data active = activation above about 40%
# HTRA1 inh: HTRA1 (human) protease inhibition; Q92743; recombinant HTRA1, FP-rhodamine activity-based probe, fluorescence polarization; inhibition, % at 5.96 µM; 0.5% of 340,000 active; in the data active = inhibition above about 36%;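 also: 0% = enzyme with DMSO and 100% = wells lacking enzyme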
# * = called active by the depositor; . = not tested or not shown. These rows are one share of the data; the hit share may differ from the screen's.
SMILES,MBD2 inh,NPR2 activator,SIAE primary,TCR CD3 inh,PRMT1 FP inh,UHRF1 binding,mABHD4 FP,rCAG binder,GC-A act,HTRA1 inh
COc1cccc(CNC(=O)C(C(=O)NCc2cccc(OC)c2)c2ncc(C(F)(F)F)cc2Cl)c1,-2,-2,-2,8,-1,-3,-4,-5,-6,0
Cn1c2ccccc2c2nnc(SCC(=O)Nc3cccc(C(=O)O)c3)nc21,-4,7,-8,5,-1,0,-23,13,2,-1
O=C(O)c1ccccc1NS(=O)(=O)c1ccc(NN=Cc2cccc(Cl)c2)c([N+](=O)[O-])c1,0,-2,-2,4,1,-2,19,59*,-2,-14
N[C@H](C(=O)Nc1ccc(Cl)cc1C(=O)c1ccc[nH]1)c1ccccc1,5,-16,-2,.,1,11,-2,.,-8,.
CC1(C(=O)NCc2ccco2)Cc2c(-c3cccc(C(F)(F)F)c3)ccnc2O1 (stereo unspecified),1,0,-2,-4,2,3,-1,0,-6,.
Cc1ccc2[nH]c3nc(NN)nnc3c2c1,-9,-10,3,1,1,-12,13,5,0,12
Cc1ccc(N(C(=O)C2CCCC2)C2C=CS(=O)(=O)C2)cc1C (stereo unspecified),-3,-5,-50,-6,-3,2,-13,1,-13,-3
CC(=O)Nc1cccc(NC(=O)COc2ccc3c(c2)OCO3)c1,0,4,2,3,-4,-5,-2,-2,-3,2
Cc1nn(Cc2c(Cl)cccc2Cl)c(C)c1NC(=O)c1cnn2c(C(F)F)cc(-c3ccccc3)nc12,3,1,0,-5,-1,1,2,2,-2,-9
C=CCn1c(CCC(O)COCCCCC)n[nH]c1=S (stereo unspecified),-5,1,6,-11,3,5,3,-4,1,3
C=CCC(=O)N1CCCC(C(=O)c2ccc(Cl)cc2)C1 (stereo unspecified),0,3,-3,-6,-3,1,-2,-2,6,2
CC(=O)n1nc(-c2cccnc2)nc1NCc1cccs1,7,-3,-6,0,7,4,-9,-4,-6,14
CC(C)(C)OC(=O)C[C@@H]1C/C=C\C[C@@H](CC(=O)N(CCO)Cc2ccccc2)C(=O)N[C@@H](c2ccccc2)COC1=O,1,1,6,-1,-1,1,5,-4,4,-1
Cc1cnc(CNC(=O)c2ccc3oc(Cc4ccc(Cl)cc4)nc3c2)cn1,1,-4,3,5,3,-1,6,-6,1,-8
Cc1nn(Cc2noc(C(=O)NCc3ccc4c(c3)OCO4)n2)c(C)c1Br,3,-9,5,9,-1,-2,-10,-3,1,-2
CSc1nc(O)c(C(c2ccc(OC(C)C)cc2)c2c(O)nc(SC)[nH]c2=O)c(=O)[nH]1,2,2,3,-2,12,1,-6,3,-7,7
CC(=O)Nc1ccc(NC(=O)c2cc(=O)c3cc(C)c(C)cc3o2)cc1,-5,0,-9,5,2,-2,-2,-2,1,-2
COc1ccc(/C=C(/NC(=O)c2ccc(Br)cc2)C(=O)Nc2cccc(C(=O)O)c2)cc1,-6,-4,-1,2,-2,-1,-9,33,-1,-6
COc1ccccc1CN1CCNC(=O)C1CC(=O)NCCCN1CCCC1=O (stereo unspecified),-1,3,-6,-5,-2,1,6,-2,-1,-1
CCOC(=O)[C@H]1[C@H]2COc3ccc(Br)cc3[C@@H]2N2C(=O)CN(C)C(=O)[C@@]12C,-8,2,-2,1,-4,1,-10,2,-2,9

# 6 structures out of the list, sorted by formula weight, low to high.
SMILES,MBD2 inh,NPR2 activator,SIAE primary,TCR CD3 inh,PRMT1 FP inh,UHRF1 binding,mABHD4 FP,rCAG binder,GC-A act,HTRA1 inh
C=CCC(=O)N1CCCC(C(=O)c2ccc(Cl)cc2)C1 (stereo unspecified),0,3,-3,-6,-3,1,-2,-2,6,2
CC(=O)Nc1ccc(NC(=O)c2cc(=O)c3cc(C)c(C)cc3o2)cc1,-5,0,-9,5,2,-2,-2,-2,1,-2
Cc1cnc(CNC(=O)c2ccc3oc(Cc4ccc(Cl)cc4)nc3c2)cn1,1,-4,3,5,3,-1,6,-6,1,-8
COc1ccccc1CN1CCNC(=O)C1CC(=O)NCCCN1CCCC1=O (stereo unspecified),-1,3,-6,-5,-2,1,6,-2,-1,-1
Cc1nn(Cc2noc(C(=O)NCc3ccc4c(c3)OCO4)n2)c(C)c1Br,3,-9,5,9,-1,-2,-10,-3,1,-2
O=C(O)c1ccccc1NS(=O)(=O)c1ccc(NN=Cc2cccc(Cl)c2)c([N+](=O)[O-])c1,0,-2,-2,4,1,-2,19,59*,-2,-14

# Next section
SMILES,MBD2 inh,NPR2 activator,SIAE primary,TCR CD3 inh,PRMT1 FP inh,UHRF1 binding,mABHD4 FP,rCAG binder,GC-A act,HTRA1 inh
Oc1ccc(-c2n[nH]c(C(F)(F)F)c2-c2ccccc2)c(O)c1,-2,0,12,2,-5,3,-5,8,18,.
Cc1nn(C(=O)c2nn(C)cc2[N+](=O)[O-])c(C)c1Br,2,-8,4,2,-4,-2,5,-2,0,-2
O=C(Cc1c(F)cccc1Cl)NC1=NCCS1,0,-2,0,-4,3,0,-3,0,3,-2
O=C(COC(=O)c1ccc(S(=O)(=O)N2CCCC2)cc1)NCc1ccc(F)cc1,1,-6,-7,4,-4,-2,-12,1,0,-5
CCOC(=O)C1CCN(C(=O)c2ccc3c(=O)n4nc(Nc5ccccc5CC)sc4nc3c2)CC1,0,14,-8,4,0,-2,-14,6,11,-34
CCN(C[C@H]1N[C@@](Cc2ccccc2)(C(=O)OC)[C@H]2C(=O)N(C)C(=O)[C@@H]12)S(=O)(=O)c1ccc(C(C)(C)C)cc1,1,-1,-2,-1,2,-1,0,3,0,2
CCC(C)c1ccc(OCC(=O)Nc2cccc(C(=O)Nc3ccc(C(=O)O)cc3)c2)cc1 (stereo unspecified),-4,-7,-66,-2,-7,0,-59,75*,-5,-24
CSc1ccc(/C=C/C(=O)OCC(=O)N2CCN(c3ccccc3)CC2)cc1,-1,2,1,3,-8,-1,1,1,4,3
OC[C@@H]1CN(Cc2ccc(F)cc2)C[C@H](n2cnc3c(NCc4ccncc4)ncnc32)O1,-2,-6,3,1,-3,1,3,1,-1,.
CC(C)NC(=O)Nc1ccc2c(c1)C(=O)N([C@@H](C)CO)C[C@@H](C)[C@@H](CN(C)S(=O)(=O)c1ccc(F)cc1)O2,1,5,2,1,0,-2,1,-9,2,1
Cc1cc(NC(=O)CN2C(=O)NC3(CCCCC3)C2=O)no1,3,0,4,5,0,-1,2,1,2,8
CC(C)Sc1nc2c(c(=O)n1C)SC(C)C2 (stereo unspecified),8,-3,-2,-5,4,5,5,0,4,-3
CC(=O)Nc1scc(-c2ccccc2)[n+]1-c1ccc(C)cc1,2,-5,2,-5,7,10,5,-2,-5,-4
CC(C)N1C(=O)c2ccccc2C1C(=O)NC1CCCCCC1 (stereo unspecified),-5,1,5,7,0,0,-1,-1,1,-5
Cc1nc2c(C)cccn2c(=O)c1NC(=O)c1cccc2ccccc12,1,6,-9,3,0,-2,5,0,-1,-4
Cn1c(C(=O)OC(C(=O)NC2CCCCC2)c2cccnc2)cc2sccc21 (stereo unspecified),1,-3,-6,-2,-4,2,-4,-3,-5,-4
Cc1cc(C(=O)OCC(=O)Nc2cc(C)on2)c2ccccc2n1,7,-4,2,3,0,-3,1,4,-2,-12
COC(=O)c1ccc(C2C(C(=O)c3ccc(C)o3)=C(O)C(=O)N2c2cc(C)on2)cc1 (stereo unspecified),-6,-3,1,-1,-1,2,0,17,4,-1
CCC(C(=O)OCC(=O)NC(=O)c1ccccc1OC)c1ccccc1 (stereo unspecified),0,-3,6,5,-11,1,3,-6,-1,-2
COc1ccc(NC(=O)CSc2nc(C)c3c(c2C#N)CCCC3)cc1,-3,6,8,6,-1,-2,1,0,-1,8
CC(C)C[C@@H](CN1CCC[C@H]1CN1C(=O)C(=O)NC[C@@H]1Cc1ccc(O)cc1)N1C[C@H](Cc2ccccc2)N(CC2CCCCC2)C(=O)C1=O,17*,6,8,1,6,25*,-12,12,1,.
CCCCN(C(=O)c1ccc2c(c1)S(=O)(=O)N=C1CCCCCN12)c1c(N)n(CC(C)C)c(=O)[nH]c1=O,3,-5,3,-6,4,5,4,0,4,-5
O=C(CN1C2CCCC1CC(NC(=O)C1CCCCC1)C2)Nc1ccccc1C(F)(F)F (stereo unspecified),0,1,1,-1,2,2,0,-7,7,2
O=C(Nc1cccc(F)c1)C1CCCN(S(=O)(=O)c2cnc[nH]2)C1 (stereo unspecified),6,-1,-2,-2,0,3,6,1,-1,1
Cc1cc(=O)oc(C)c1C(=O)NCCCN1C(C)CCCC1C (stereo unspecified),2,0,3,3,4,0,5,-6,4,0
Cn1c(Cc2ccccc2)nnc1SCC(=O)Nc1ccccc1,1,-1,5,-1,-3,-2,-4,-1,1,8
COc1ccccc1NC(=O)c1nn(C)c(C(=O)Nc2ccccc2OC)c1[N+](=O)[O-],-7,1,2,4,-6,-5,0,3,-3,-12
CCN(CC)CCNC(=O)Cn1cnc2sc(C)c(S(=O)(=O)N3CCN(c4ncccn4)CC3)c2c1=O,0,0,4,2,2,3,1,-3,1,7
O=C(COC(=O)c1cccc(C(=O)OCC(=O)NC2CCCCC2)n1)NC1CCCCC1,-2,-3,7,1,-1,0,1,2,0,4
COc1ccc(NC(=O)CN(C)C(=O)C2=COCCO2)cc1,2,3,-5,0,-2,-3,-2,2,1,4
Cc1ccc(S(=O)(=O)N2C[C@@H](C)[C@]3(C2)[C@H](O)[C@H](OC(=O)Nc2c(C)noc2C)C[C@H]2C(=O)N(c4ccccc4)C(=O)[C@H]23)cc1,-3,-3,0,6,2,0,2,8,-1,-4
CCN(CC)S(=O)(=O)c1ccc(Oc2cccc(C(C)=O)c2)nc1,2,-1,-3,-1,-1,0,-10,-2,1,0
NC(Cc1ccc2nonc2c1)C(=O)O (stereo unspecified),2,-3,-2,3,-2,3,0,-1,-3,6
O=C(N1CCN(Cc2ccc3c(c2)OCO3)CC1)C12CC3CC(CC(C3)C1)C2,-5,3,2,15,2,3,1,-9,-2,.
CNC(=O)NC(=O)CSc1nnc(C(F)(F)F)n1C,0,0,-1,2,-4,-1,3,0,1,-5
Oc1ccc2ccccc2c1C=NC12CN3CCN(CN(C3)C1)C2,-5,-1,-1,-1,2,-2,21,13,5,12
CCOC(=O)c1ccc[n+](CC(=O)c2ccccc2)c1,1,0,-3,-6,1,-1,-8,2,1,1
COc1ccccc1OC(=O)C1CC(=O)N(c2ccc(Cl)cc2)C1 (stereo unspecified),-4,-5,-2,-3,3,0,11,-3,-1,0
COc1ccc(OC)c2[nH]c(C(=O)O)cc12,1,-3,6,4,3,2,-2,-4,-2,5
CCOCCCNC(=O)C(NC(=O)c1ccc2c(c1)OCO2)c1ccc(OC)cc1 (stereo unspecified),-6,2,-1,1,-1,0,-5,-3,-6,-3
COc1ccc(C(CNC(=O)Cc2cccs2)N(C)C)cc1 (stereo unspecified),0,-1,-1,-2,-1,-1,-1,1,-3,-7
COc1ccc(C)cc1NC(=O)COC(=O)Cc1c[nH]c2ccccc12,-3,1,-5,-4,2,1,-2,3,-5,8
CCN(C(=O)C1CCCN1S(=O)(=O)c1cccc2nsnc12)c1ccccc1 (stereo unspecified),2,3,-2,6,-2,1,-6,-1,-4,-1
Cc1cccc(N2CCN(C(=S)Nc3ccc4nc(N5CCN(C)CC5)cc(C)c4c3)CC2C)c1 (stereo unspecified),-1,1,10,5,-5,-2,5,5,-6,-4
COc1ccc(CNC(=O)CN2CCN(c3ccc(F)cc3)CC2)cc1,-5,1,-3,-7,6,1,1,-9,-2,4
CC(=O)c1cccc(NC(=O)Nc2ccc3c(c2)CCC3)c1,-4,-7,3,-7,2,1,-3,1,-2,-6
Clc1ccc(Cn2nnc(-c3ccccc3)n2)cc1,-7,-4,-1,5,0,1,-6,-5,-6,-15
